# Source: PubChem
# OX1R antag-1 = OX1R (human) antagonism; inhibition, % at 6.6 µM; OX1R-expressing cells, FRET antagonist read-out; actives 1.8% (n = 330,000); AID 485270; in the data active = inhibition mostly above about 38%, no sharp cut-off; inactive = mostly below about 40%;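 note: 0% = agonist challenge alone and 100% = reference antagonist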
# Target sequence (O43613 whole entry, looked up): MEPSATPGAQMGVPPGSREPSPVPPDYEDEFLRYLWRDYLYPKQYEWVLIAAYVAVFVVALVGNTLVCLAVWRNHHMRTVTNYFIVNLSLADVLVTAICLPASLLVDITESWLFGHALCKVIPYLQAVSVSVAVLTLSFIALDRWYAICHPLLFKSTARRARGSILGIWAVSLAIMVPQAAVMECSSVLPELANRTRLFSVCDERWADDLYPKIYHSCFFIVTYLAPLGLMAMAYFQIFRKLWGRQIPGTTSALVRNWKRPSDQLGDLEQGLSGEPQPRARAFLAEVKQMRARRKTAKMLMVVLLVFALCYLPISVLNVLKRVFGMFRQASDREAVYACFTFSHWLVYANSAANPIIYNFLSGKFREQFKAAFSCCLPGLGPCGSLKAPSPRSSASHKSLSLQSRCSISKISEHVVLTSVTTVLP
# OX1R antag-2 = antagonists of human orexin 1 receptor; O43613; CHO/OX1R cells, Fluo-8 calcium fluorescence, orexin A; inhibition, % at 5 µM; actives 0.43% (n = 330,000); AID 434989;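 active = inhibition above its plate's threshold, mean inhibition of all tested compounds on the plate plus 3 SD, cut at about 37% in these data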;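 note: 0% = orexin A challenge wells and 100% = SB-334867-A antagonist wells; not every result past the cut was called active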
# CHT allo act = human CHT allosteric activation; B-score at 10 µM; Q9GZV3; CHT-expressing cells, membrane potential dye, choline EC20; stronger effect = higher value; LV-AA mutant CHT in HEK293 cells; actives 0.49% (n = 310,000);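 active = initial fluorescence not abnormally high and integrated response B-score, plate-corrected, over 3 SD above library mean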
# Target sequence (Q9GZV3 whole entry, looked up): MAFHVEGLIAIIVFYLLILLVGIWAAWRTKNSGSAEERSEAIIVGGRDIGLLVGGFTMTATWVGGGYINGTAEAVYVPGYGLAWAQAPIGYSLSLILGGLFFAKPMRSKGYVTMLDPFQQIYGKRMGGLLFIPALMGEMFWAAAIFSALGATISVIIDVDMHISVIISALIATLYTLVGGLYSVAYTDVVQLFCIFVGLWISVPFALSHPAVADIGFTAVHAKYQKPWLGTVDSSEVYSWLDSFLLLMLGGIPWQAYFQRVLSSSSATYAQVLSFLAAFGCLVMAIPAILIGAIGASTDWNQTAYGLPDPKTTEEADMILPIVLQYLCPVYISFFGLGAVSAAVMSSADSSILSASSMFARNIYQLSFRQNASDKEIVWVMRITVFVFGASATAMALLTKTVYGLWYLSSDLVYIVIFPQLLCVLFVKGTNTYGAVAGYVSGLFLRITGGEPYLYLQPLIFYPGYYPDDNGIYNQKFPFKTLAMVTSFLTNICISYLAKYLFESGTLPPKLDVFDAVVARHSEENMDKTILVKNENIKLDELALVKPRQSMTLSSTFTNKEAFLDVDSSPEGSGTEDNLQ
# Numbers without * were called inactive; i = inactive; . = not tested or not shown.
SMILES,OX1R antag-1,OX1R antag-2,CHT allo act
O=C(NC1CCCCC1)C1CCCN1S(=O)(=O)c1ccc(Cl)cc1 (centres undefined),35,-9,i
COc1ccc(-n2c(COc3cccc(C)c3)nnc2SCC(=O)O)cc1,3,-15,i
Cc1ccc(NC(=O)C2Cc3ccccc3C(=O)O2)cc1 (centres undefined),19,-21,i
COC(CNC(=O)c1cn(C)c2ccc(S(=O)(=O)N3CCOCC3)cc2c1=O)OC,14,12,i
CC(C)(C)OC(=O)N1CCC(CC2CC(c3ccccc3)=NO2)(C(=O)O)CC1 (centres undefined),18,-2,i
C/C(N)=C(/C#N)C(=O)COC(=O)c1ccncc1,3,-5,i
O=C(O)c1ccc(N/N=C/c2ccc(F)c(F)c2)cc1,13,16,i
Cc1nn(-c2ccccc2)c(C)c1NC(=O)COc1ccc(F)cc1Cl,0,-6,i
O=C(Cn1cnc2c(oc3nc4c(cc32)CCCC4)c1=O)Nc1cccc(Cl)c1,2,6,i
COCCNC(=O)CCCn1c(=O)c2cc(OC)c(OC)cc2n(CC(=O)c2ccccc2)c1=O,1,-17,i
CN1/C(=C/C2CC(=O)N(c3ccc([N+](=O)[O-])cc3)C2=O)C(C)(C)c2ccccc21 (centres undefined),13,-9,i
CCOc1ncccc1C(=O)OCC(=O)Nc1ccc(S(=O)(=O)N2CCOCC2)cc1,12,-17,i
Cc1ccccc1N(C)S(=O)(=O)c1nnc(NC(=O)c2ccco2)s1,30,-25,i
C/C(=N\OC(=O)Nc1ccc(Cl)cc1)c1ncc(C(F)(F)F)cc1N1CCOCC1,36,-10,i
O=C(COC(=O)c1cccs1)Nc1ccc(S(=O)(=O)N2CCOCC2)cc1,4,1,i
Cc1cc(C)cc(OCC(=O)O/N=C(\N)Cc2ccc([N+](=O)[O-])cc2)c1,19,3,i
CCOc1ccc(NC(=O)CSc2nnc(C)n2CC2CCCO2)cc1 (centres undefined),21,-10,i
Cc1nn(CC(=O)NCc2ccccc2)c(=O)c2ccccc12,7,-27,i
CC(=O)Nc1ccc(-n2c(=O)c3ccccc3c3ccccc3c2=O)cc1,13,3,i
O=C(CCc1ccccc1)NNC(=O)COc1ccccc1Cl,19,-12,i
CC1CCN(c2c(NCC3CCC(C(=O)NCCCc4ccccc4)CC3)c(=O)c2=O)CC1 (centres undefined),0,-17,i
O=[N+]([O-])c1ccccc1S(=O)(=O)Nc1ccc(S(=O)(=O)N2CCOCC2)cc1,20,-8,i
O=C(Cn1c(CCCO)nc2ccccc21)Nc1ccccc1-c1ccccc1,10,-28,i
Cc1ccccc1OCC(=O)Nc1cccc(Cl)c1C,13,-26,i
CCN(CC)Cc1cc(C(=O)O)c(C)o1,5,-1,i

# The results go on:
SMILES,OX1R antag-1,OX1R antag-2,CHT allo act
CN(C)c1ccc(/C=C2\SC(=O)N(CC(O)Cn3c4ccccc4c4ccccc43)C2=O)cc1 (centres undefined),21,9,i
CC(C)Cn1nc(NC(=O)c2cccs2)c2cc3ccccc3nc21,25,-24,i
O=C(CSc1ccc(-c2cccnc2)nn1)Nc1ccc(Br)cc1,14,-14,i
COc1cc(/C=C(\C#N)C(=O)Nc2cc(C(F)(F)F)ccc2Cl)ccc1OCC(=O)Nc1cccc(C(F)(F)F)c1,9,0,i
COc1ccc(C2C(C(N)=O)=C(C)Nc3ncnn32)cc1 (centres undefined),9,9,i
O=C(CN(Cc1ccco1)C(=O)CNS(=O)(=O)c1ccc(Cl)cc1)NC1CCCCC1,11,-17,i
COc1cc(CNc2ccc3[nH]c(=O)[nH]c3c2)ccc1OCc1cccc(C)c1,6,-30,i
COc1ccc2[nH]c3c(=O)n(Cc4ccc(C(=O)N5CCCCCC5)cc4)c(=S)[nH]c3c2c1,6,-20,i
COc1ccc(N2CCN(c3oc(Cc4ccccc4)nc3C#N)CC2)cc1,15,-25,i
CNC(=S)N(Cc1ccc(OC)cc1)Cc1cc2ccc(C)cc2[nH]c1=O,14,-17,i
COc1cccc(-n2cc(CNCc3cn(C)nc3-c3ccccc3F)cn2)c1,10,-19,i
COc1ccc(CNC(=O)CCNC(=O)N2CCn3c2nc2ccccc23)cc1,0,-20,i
CCCn1c(SCC(=O)c2c(N)n(C3CC3)c(=O)[nH]c2=O)nnc1-c1ccncc1,-2,4,.
COc1ccc(C(O)P(=O)(OCCC(C)C)c2ccc(N(C)C)cc2)cc1OC (centres undefined),14,-9,i
O=C(N/N=C/c1cc(Cl)ccc1O)c1cccnc1,8,-11,i
O=C(NC1CCCCC1)c1sc(=S)n2c1[nH]c(=O)c1ccccc12,82*,-17,i
Cc1ccc(C)c(N(CC(=O)NCCC2=CCCCC2)S(C)(=O)=O)c1,14,-31,i
O=C(Nc1ccc(Cl)c(Cl)c1)OCCNC(=O)c1cccc(Cl)c1,67,28,i
CCc1cc(OCCN2C(=O)NC(C)(C)C2=O)ccc1Cl,16,-9,i
NC(=O)C1=C[C@@H](c2ccc(Br)cc2)C[C@@H](OCc2ccc(CO)cc2)O1,31,0,i
COCCCNC(=S)NNC(=O)c1ccccc1Br,10,-17,i
CCOc1ccccc1NC(=O)c1oc2ccccc2c1NC(=O)C1CC1,17,-1,i
CC(NC(=O)c1cccc(S(=O)(=O)N2CCN(C)CC2)c1)c1ccc(Cl)cc1Cl (centres undefined),15,-15,i
O=C(CSc1nnc(-c2cccnc2)n1Cc1ccco1)c1ccccc1,15,-11,i
Cc1c(C)c2ccc(OCC(=O)N[C@@H](Cc3c[nH]c4ccccc34)C(=O)O)cc2oc1=O,8,14,i

# Entries of single compounds, looked up by structure.
# Listed for O=C(CSc1ccc(-c2cccnc2)nn1)Nc1ccc(Br)cc1 : OX1R antag-1: 14; OX1R antag-2: -14; CHT allo act: i
# Listed for COc1cc(CNc2ccc3[nH]c(=O)[nH]c3c2)ccc1OCc1cccc(C)c1 : OX1R antag-1: 6; OX1R antag-2: -30; CHT allo act: i

# (cont.)
SMILES,OX1R antag-1,OX1R antag-2,CHT allo act
CCn1c(SCc2nc3ccccc3[nH]2)nnc1-c1ccncc1,8,-16,i
CC(=O)c1sc(NC(=O)c2ccccc2C)nc1C,19,-21,i
CC(C)(Oc1ccc(Cl)cc1)C(=O)NCc1ccc(S(N)(=O)=O)cc1,31,0,i
CCO[C@H]1OC(C(N)=O)=C[C@@H](C)[C@@H]1CCCO,27,-3,i
O=C(c1ccc(CS(=O)Cc2ccccc2Cl)o1)N1CCN(c2ccccn2)CC1 (centres undefined),-3,-34,i
COc1ccc(COC(=O)c2ccc(C)c(S(=O)(=O)N3CCOCC3)c2)cc1F,24,-19,i
CC12CCC(C(=Nc3ccc(N=C4C(=O)C5(C)CCC4C5(C)C)cc3)C1=O)C2(C)C,14,-14,i
OCCN(Cc1ccccc1)Cc1nc(CC2CC2)no1,7,-3,i
O=C(CCc1nnc(Cc2cccc(C(F)(F)F)c2)o1)NCC(F)(F)F,7,-17,i
Cc1nc(SCC(=O)c2cccs2)c2oc3ccccc3c2n1,73*,0,i
C[C@@H](C(=O)Nc1ccccc1N1CCOCC1)N1C(=O)C2CCCCC2C1=O (some centres undefined),4,-14,.
CCCN(Cc1ccccc1)C(=O)Nc1ccc2c(c1)nnn2C,13,-6,i
Cn1cnc(S(=O)(=O)Nc2ccc(OC(F)F)cc2)c1,9,-8,i
COc1cc(OC)cc(-c2oc(=O)c3cc(OC)c(OC)cc3c2C#CCCO)c1,12,-29,.
COc1ccc(OC)c(C(=O)CSc2nccc(-c3ccc(Br)cc3)n2)c1,41,-16,i
Oc1cc(Br)ccc1C=Nc1ccc(N2CCCCC2)cc1,0,-26,i
O=C(O/N=C/c1ccc(Br)cc1)c1ccc(F)cc1,18,-15,i
COc1ccc2c(c1)Sc1ccccc1N2CCN(C)C,14,-20,i
CCSC(C)CC1C/C(=N/O)c2c(CC)noc2C1 (centres undefined),16,-13,i
O=C(O)CC(SCC(=O)NC1CCCc2ccccc21)C(=O)O (centres undefined),10,12,i
COc1ccc(OC)c(-n2nnnc2SCC(=O)Nc2ccccc2OC)c1,22,-25,i
O=C(N=C1SC2CS(=O)(=O)CC2N1Cc1ccccc1Cl)C1CCCO1 (centres undefined),10,-10,i
CCSc1nc(C2CC2)cc(-c2ccco2)c1C#N,9,-19,i
Cc1ccc(C(=O)Nc2ccc(Cl)cc2C(F)(F)F)c(Cl)c1,20,-33,i
CSc1nnc(SCC#N)s1,8,-6,i

# Next section.
SMILES,OX1R antag-1,OX1R antag-2,CHT allo act
CC1(C)C2CCC1(CS(=O)(=O)N1CCC(C(N)=O)CC1)C(=O)C2 (centres undefined),13,-9,i
CC(Cc1cccnc1)NC(=O)c1cc(COc2ccc(F)cc2Cl)on1 (centres undefined),11,-20,i
Cc1ccc(N2C(=O)C3C4C=CC(CC4)C3C2=O)c([N+](=O)[O-])c1 (centres undefined),7,-26,i
COC(=O)c1cccc(NC(=S)Nc2cc(Cl)ccc2OC)c1,2,-5,i
Cc1ccc(C)c(S(=O)(=O)Nc2ccc(C(=O)NCC(c3ccco3)N(C)C)cc2)c1 (centres undefined),13,-6,i
Cc1ccc(O)c(NC(=O)C2=CC(c3ccco3)=NS(=O)(=O)N2C)c1,9,-16,i
Clc1ccc(OCc2nnc3n2N=C(c2ccc4c(c2)OCCO4)CS3)c(Cl)c1,7,-30,i
Cc1cccc(NS(=O)(=O)c2cc(C(=O)NCCC3=CCCCC3)ccc2Cl)c1,24,-26,i
CCN(CC)CCN(C)C(=O)c1ccc(OC2CCN(C(=O)C3CC3)CC2)cc1,9,-14,i
O=C1NC(=O)C(c2ccc(Cl)cc2)N1 (centres undefined),12,6,i
CC(=O)NC(Cc1cc(C)ccc1C)C(=O)N1CCN(C(=O)c2ccc(Br)cc2)CC1 (centres undefined),8,-29,i
COc1ccccc1CNC(=O)c1cc(C)nn1-c1ccccc1,10,-29,i
O=Cc1cc(N=Nc2ccc(S(=O)(=O)O)cc2)ccc1O,11,0,i
Oc1ccc(/C=N/N=C/c2ccc(O)cc2)cc1,9,-3,i
COC(=O)Cc1ccc(NC(=S)NCCC(C)C)cc1,14,-2,i
COc1cccc(-c2csc(N3CCN(C(=S)Nc4cccc(C)c4)CC3)n2)c1,3,-20,i
OC(CN1CCOCC1)CN1CCOCC1,2,-3,i
CC(=O)c1cc2c(cc1NC(=O)C1CC1)OCO2,28,-3,i
CC1(C)Oc2ccc3ccc(=O)oc3c2-c2cnoc21,9,-2,i
COc1cccc(NC(=O)CN2C(=O)NC(Cc3c[nH]c4ccccc34)C2=O)c1 (centres undefined),31,9,.
Cc1ccc(C)c(S(=O)(=O)N2CCN(C(=O)c3cncc(Br)c3)CC2)c1,7,-26,i
COC(=O)C1CSC(c2ccc(Cl)cc2)N1C(=O)c1ccccc1 (centres undefined),14,-17,i
Cn1c(=O)c2c(nc(SCCCO)n2Cc2ccccc2Cl)n(C)c1=O,6,-13,i
Nc1ccc(S(=O)(=O)Nc2nccc(/C=C/c3ccc(Cl)cc3)n2)cc1,5,-15,i
CC(=O)N1CCN(c2ccc(NCc3ccc(C(C)C)cc3)cc2)CC1,14,-19,i

# 6 records drawn at random from those above:
SMILES,OX1R antag-1,OX1R antag-2,CHT allo act
O=C(c1ccc(CS(=O)Cc2ccccc2Cl)o1)N1CCN(c2ccccn2)CC1 (centres undefined),-3,-34,i
CNC(=S)N(Cc1ccc(OC)cc1)Cc1cc2ccc(C)cc2[nH]c1=O,14,-17,i
O=C1NC(=O)C(c2ccc(Cl)cc2)N1 (centres undefined),12,6,i
CSc1nnc(SCC#N)s1,8,-6,i
O=C(CN(Cc1ccco1)C(=O)CNS(=O)(=O)c1ccc(Cl)cc1)NC1CCCCC1,11,-17,i
COc1cccc(-n2cc(CNCc3cn(C)nc3-c3ccccc3F)cn2)c1,10,-19,i

# Some of the entries so far, field by field.
CCN(CC)CCN(C)C(=O)c1ccc(OC2CCN(C(=O)C3CC3)CC2)cc1
  OX1R antag-1: 9 | OX1R antag-2: -14 | CHT allo act: i

O=C1NC(=O)C(c2ccc(Cl)cc2)N1 (centres undefined)
  OX1R antag-1: 12 | OX1R antag-2: 6 | CHT allo act: i

CC(=O)NC(Cc1cc(C)ccc1C)C(=O)N1CCN(C(=O)c2ccc(Br)cc2)CC1 (centres undefined)
  OX1R antag-1: 8 | OX1R antag-2: -29 | CHT allo act: i

COc1ccccc1CNC(=O)c1cc(C)nn1-c1ccccc1
  OX1R antag-1: 10 | OX1R antag-2: -29 | CHT allo act: i

# Following part.
SMILES,OX1R antag-1,OX1R antag-2,CHT allo act
O=C(CNC(=O)c1cccc(OC(F)F)c1)OCn1nnc2ccccc2c1=O,1,-24,i
COc1ccc(OC)c(NC(=O)c2c(NC(=O)CCC(=O)O)sc3c2CCCCC3)c1,14,-6,i
COc1ccc(Cc2nc3ccc(C(=O)NC(C)c4cn(C)nc4C)cc3o2)cc1 (centres undefined),15,3,i
O=C(N/N=C/c1ccc2c(c1)OCO2)c1ccc(COCC(F)(F)C(F)F)cc1,17,3,i
Cc1cc(C)cc(NC(=O)COC(=O)CNC(=O)C2CCCCC2)c1,0,-22,.
Cc1ccc(N(C)S(=O)(=O)c2cccc(C(=O)OCC(=O)c3c(N)n(C)c(=O)n(C)c3=O)c2)cc1,27,10,.

# In another format: entries from further up
# Results follow in this order: OX1R antag-1, OX1R antag-2, CHT allo act
- COc1ccc(OC)c(NC(=O)c2c(NC(=O)CCC(=O)O)sc3c2CCCCC3)c1
    14, -6, i
- COc1ccc(Cc2nc3ccc(C(=O)NC(C)c4cn(C)nc4C)cc3o2)cc1 (centres undefined)
    15, 3, i
